Screening results deposited in PubChem by National Center for Advancing Translational Sciences (NCATS).
GAA inhib = qHTS Assay for Inhibitors of Human alpha-Glucosidase as a Potential Chaperone Treatment of Pompe Disease; Potency, µM (doses to about 76.9 µM), inactives show at the top dose activity change, negative = inhibition, most hits filed as inhibitors; Lysosomal alpha-glucosidase (Homo sapiens), P10253; 0.005% of 200,000 active; purified human GAA, 4-MU-alpha-glucoside fluorescence;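 also: plate controls were uninhibited enzyme wells for no effect and no-enzyme background for full effect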
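Endpoint fluorogenic read: 20 min room-temperature reaction of 4 nM human alpha-glucosidase with 400 uM 4-methylumbelliferyl-alpha-D-pyranoside, pH 5.0, quenched with 1M NaOH/1M glycine pH 10. AC50 from Hill modeling.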
HTT ATP protect = qHTS Multiplex Assay to Identify Dual Action Probes in a Cell Model of Huntington: Cytoprotection (ATP); PC12 HTT-Q103 induced, cytoprotection, ATP luminescence, 40 h; Potency, µM (top dose mostly 56.4 µM), inactives show cytoprotection (ATP increase), hits mostly activators; 0.14% of 230,000 active; AID 1471, 2008;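 also: % of control where 0% means no effect; nearly all actives have a fitted effect of over 45% in size; toxic huntingtin expression switched on by the ecdysone agonist tebufenozide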
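PC12 cells stably carrying ecdysone-inducible Htt exon 1 (Q103)–GFP were induced with 100 nM tebufenozide (final) alongside library compounds in a dose series. Cytoprotection was scored as retained ATP by ATPlite luminescence.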
GAA glycogen = qHTS Assay for Inhibitors and Activators of Human alpha-Glucosidase Cleavage of Glycogen. recombinant GAA, glycogen substrate, Amplex Red glucose oxidase fluorescence. Potency, µM (doses to about 76.4 µM), inactives show top-dose activity change, negative = inhibition, actives largely listed as inhibitors. Lysosomal alpha-glucosidase (Homo sapiens), P10253. 0.38% of 300,000 active;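 also: 0% = full enzyme reaction and -100% = no-enzyme basal signal; the screen sought inhibitors and activators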
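Recombinant human enzyme (4 nM); glycogen substrate; 37 C, 40 min, pH 5.0. Readout: coupled glucose oxidase/Amplex Red fluorescence.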
aGlu spleen mod = qHTS Assay for Inhibitors and Activators of Human alpha-Glucosidase From Spleen Homogenate; human spleen homogenate, 4-MU-alpha-glucoside fluorescence; Potency, µM (doses to about 79.9 µM), without a hit: at the highest dose activity change, negative = inhibition, hits mostly inhibitors; 0.006% of 240,000 active; AID 2112, 2009;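 also: 0% = enzyme with vehicle and -100% = no enzyme basal signal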
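AC50 values come from Hill-equation fits of concentration-response data, normalized to no-enzyme and full-activity controls. Enzyme source: 1 ug human spleen homogenate; 1 mM fluorogenic 4-MU glucoside, pH 5.0 citrate buffer, 37 C, 40 min.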
RGS12 GoLoco inh = qHTS Assay for Inhibitors of RGS12 GoLoco Motif Activity (Red Fluorophore); Guanine nucleotide-binding protein G(i) subunit alpha-1 (Homo sapiens), P63096; Gai1:RGS12 GoLoco peptide FP, rhodamine, 10 min; Potency, µM (titrated, usually from 61.6 µM), for the others: top-dose activity, negative = inhibition, most hits filed as inhibitors; 0.44% of 230,000 active; AID 880, 2007; active = well fitted inhibition curve with a large enough effect, not every such curve was filed as active; inactive = no such curve, though single readings can be large or run the other way; also: % is scaled to controls: 0 for no effect and ±100 for the full control effect; nearly all actives have a fitted effect of over 30% in size; many of its hits are not listed in these tables
Target sequence (P63096 whole entry, looked up): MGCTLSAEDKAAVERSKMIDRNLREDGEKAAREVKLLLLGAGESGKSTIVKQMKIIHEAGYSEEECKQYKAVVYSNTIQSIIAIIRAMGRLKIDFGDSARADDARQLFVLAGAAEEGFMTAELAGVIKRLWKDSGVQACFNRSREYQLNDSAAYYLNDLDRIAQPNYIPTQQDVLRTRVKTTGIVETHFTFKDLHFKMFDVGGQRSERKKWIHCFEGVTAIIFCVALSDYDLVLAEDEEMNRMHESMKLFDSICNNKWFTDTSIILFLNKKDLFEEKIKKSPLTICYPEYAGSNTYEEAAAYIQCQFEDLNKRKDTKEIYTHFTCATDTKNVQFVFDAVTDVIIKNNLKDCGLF
IMPase Li inh = qHTS Assay for Identifying the Cell-Membrane Permeable IMPase Inhibitors: Potentiation with Lithium. CHO-M1 cells, IP1 TR-FRET (IP-One), carbachol + lithium. Potency, µM (doses to about 59.4 µM), for the others: at the top dose activity, negative = IMPase inhibition, actives largely listed as inhibitors. 0.35% of 210,000 active. AID 1457, 2008;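 also: IP1 builds up when IMPase is blocked and the TR-FRET signal falls; plate controls were basal vehicle for no effect and high inhibitor control for full effect; nearly all actives have a fitted effect of over 50% in size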
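Concentration–response in CHO-M1 cells, lithium-potentiated; 30 min at 37C. IP1 detected by competitive TR-FRET after 10 min lysis at RT. Hill-fitted AC50.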
HTT aggregate = qHTS Multiplex Assay to Identify Dual Action Probes in a Cell Model of Huntington: Aggregate Formation (GFP). PC12 HttQ103-GFP aggregates, Acumen cytometry, 40 h. Potency, µM (highest dose often 46.1 µM), for the others: top-dose activity change, negative = inhibition, hits mostly inhibitors. 1.1% of 220,000 active. AID 1688, 2009; also: % is scaled to controls: 0 for no effect and ±100 for the full control effect; nearly all actives have a fitted effect of over 60% in size
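Compounds (qHTS titration) were added to PC12 cells expressing an ecdysone-driven HTT exon 1 Q103–GFP fusion after induction with 100 nM tebufenozide. Aggregate formation was measured as GFP objects in cell lysates.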
* hit, by the source's call; ? = inconclusive; . = not tested or not shown; [ ] = dose if it differs, or a comment. Unless noted, calls follow the shape of the dose curve; as a rule, active = well fitted curve in the direction sought with a large enough effect; inconclusive = small, poorly fitted or top-dose-only effect, or another doubt; inactive = no such curve, though single readings can be large; an effect the other way counts as inactive or inconclusive. Potency is read from the fitted curve at half-maximal effect.

mol,RGS12 GoLoco inh,HTT ATP protect,HTT aggregate,GAA glycogen,aGlu spleen mod,IMPase Li inh,GAA inhib
Cn1nccc1NC(=O)CSCC(=O)O,11%,-11%[10 µM],-1%[9.22 µM],6%,1%,.,-5%
C=CCc1cccc2cc(C(=O)N3CCN(C(=O)c4ccco4)CC3)c(=O)oc12,4%,16%[10 µM],-16%,3%,6%,23%[38.3 µM],-7%
CCC(C)[C@H](NC(=O)OC(C)(C)C)C(=O)N/N=C/c1ccc2nccnc2c1 (some centres not stated),-14%,12%,10%,-1%,7%,25%[38.3 µM],-5%
CCS(=O)(=O)NCCc1csc(-c2ccc(OC)c(OC)c2)n1,6%,1%[10 µM],20%[9.22 µM],-1%,3%,.,.
O=C(CC(SCCO)c1ccc2c(c1)OCO2)c1cccs1 (configuration not stated),3%,0%,-7%,0%,-4%,13%[38.3 µM],-4%
COc1cc(/C=N/NC(=O)Cn2cnc3c2c(=O)n(C)c(=O)n3C)ccc1O,-1%,11%[10 µM],14%[9.22 µM],?,-4%,.,.
COc1ccc(C2Nc3ccccc3C(=O)N2NS(=O)(=O)c2ccccc2)cc1OC (configuration not stated),3%,-21%,6%,-3%,-1%,-1%,0%
COc1cc(C(=O)Nc2ccc(-n3cnnn3)c(C)c2)cc(OC)c1OC,7%,-1%,5%,-8%,3%,18%[38.3 µM],-6%
COC(=O)CNC(=O)CSc1nc(N)cc(=O)[nH]1,-9%,24%,1%,5%,-14%,35%[activator][38.3 µM],-9%
COc1cc(C2NC(=O)NC(C)=C2C(C)=O)cc(OC)c1OC (configuration not stated),5%,10%[10 µM],6%[9.22 µM],5%,-6%,0%,-3%

Copied from the list.
COc1cc(C2NC(=O)NC(C)=C2C(C)=O)cc(OC)c1OC (configuration not stated) @ GAA glycogen: 5%
CCC(C)[C@H](NC(=O)OC(C)(C)C)C(=O)N/N=C/c1ccc2nccnc2c1 (some centres not stated) @ GAA inhib: -5%

One compound at a time, from the list above. Order of screens: RGS12 GoLoco inh, HTT ATP protect, HTT aggregate, GAA glycogen, aGlu spleen mod, IMPase Li inh, GAA inhib
Record of COc1cc(/C=N/NC(=O)Cn2cnc3c2c(=O)n(C)c(=O)n3C)ccc1O : -1%, 11%[10 µM], 14%[9.22 µM], ?, -4%, ., .
Record of COc1cc(C(=O)Nc2ccc(-n3cnnn3)c(C)c2)cc(OC)c1OC : 7%, -1%, 5%, -8%, 3%, 18%[38.3 µM], -6%
Record of C=CCc1cccc2cc(C(=O)N3CCN(C(=O)c4ccco4)CC3)c(=O)oc12 : 4%, 16%[10 µM], -16%, 3%, 6%, 23%[38.3 µM], -7%
Record of CCC(C)[C@H](NC(=O)OC(C)(C)C)C(=O)N/N=C/c1ccc2nccnc2c1 (some centres not stated) : -14%, 12%, 10%, -1%, 7%, 25%[38.3 µM], -5%
Record of COc1cc(C2NC(=O)NC(C)=C2C(C)=O)cc(OC)c1OC (configuration not stated) : 5%, 10%[10 µM], 6%[9.22 µM], 5%, -6%, 0%, -3%

Later entries
mol,RGS12 GoLoco inh,HTT ATP protect,HTT aggregate,GAA glycogen,aGlu spleen mod,IMPase Li inh,GAA inhib
COc1ccc(Cc2c(O)nc(SCC(=O)NC(C)(C)C)[nH]c2=O)cc1,14%,11%[10 µM],-1%[9.22 µM],-6%,3%,4%,-10%
CCOC(=O)/C(C#N)=C\c1ccc(N2CCN(C)CC2)cc1,6%,14%[10 µM],11%,1%,3%,3%,1%
CCc1ccccc1NC(=O)CCc1nc(-c2ccc(C)cc2)no1,10%,12%[10 µM],4%,2%,10%,24%[38.3 µM],-3%
CCOC(=O)c1cccc(N2C(=O)C3C(C(=O)NC4CC4)C4(C)C=CC3(O4)C2C(=O)NC(C)(C)C)c1 (configuration not stated),11%,23%[10 µM],-2%,7%,2%,17%[38.3 µM],0%
COc1ccc(C2=NOC(C(=O)NCc3ccco3)C2)cc1 (configuration not stated),-12%,-68%[inhibitor],-14%,-2%,-2%,40%[activator][38.3 µM],3%
O=C(c1ccc(Sc2cccc(Cl)c2)c([N+](=O)[O-])c1)N1CCN(c2ccccn2)CC1,0%,-1%,-25%,-7%,-4%,6%,-15%
Cc1ccc(CNC(=O)/C=C/c2ccccc2Cl)cc1,-3%,-20%,-5%,10%,-8%,2%[38.3 µM],13%
COc1cc(OC)c2ccc(=O)oc2c1C(CCN1CCOCC1)c1ccc(N(C)C)cc1 (configuration not stated),2%,-61%[inhibitor],.,.,-2%,4%,.
O=C(O)c1cc2n(n1)C(C(F)(F)F)CC(c1ccccc1)N2 (configuration not stated),0%,19%,16%,1%,-5%,-14%[38.3 µM],2%
CCN(CC)CCN1C(=O)C(=O)/C(=C(/O)c2ccc(OC)cc2)C1c1ccco1 (configuration not stated),.,2%,-2%,6%,-16%,.,-14%
CCOCCCNC(=O)C(NC(=O)Cc1c[nH]c2ccccc12)c1ccccc1 (configuration not stated),15%,-16%,-4%,0%,-2%,4%,-2%
CC(C)=CCN1CCN(Cc2ccc(C)s2)CC1CCO (configuration not stated),-5%,.,.,18%,-8%,-1%,11%
COc1ccc(NC(=O)C2(c3ccccc3)CCCC2)cc1,7%,-12%[10 µM],11%[9.22 µM],17%,-1%,4%,7%
O=C(CN1C(=O)COc2ccccc21)NCCCN1CCN(Cc2ccccc2)CC1,-4%,-3%,-12%,-6%,5%,28%[38.3 µM],2%
CCC(=O)Nc1nc(C)c(C(=O)N2CCCCC2)s1,5%,6%,-8%,5%,-3%,-4%[38.3 µM],-3%
CCn1cc(C(=O)OCC(=O)OC2CC(C)CCC2C(C)C)c(=O)c2ccc(C)nc21 (configuration not stated),6%,-4%[10 µM],1%,-8%,-2%,9%,-6%
O=C(CN1CCN(c2ccc(Cl)cc2)CC1)NCc1ccccc1,0%,-24%,-15%,-15%,1%,.,-1%
CCCCCn1c(-c2ccco2)nc2nc3ccccc3nc21,38%[activator],12%[10 µM],3%,-18%,19%,11%,?
O=C(NCc1ccccc1)c1ccc2nc(-c3ccco3)c(-c3ccco3)nc2c1,-3%,-1%,5%,2%,-4%,14%[38.3 µM],-3%
Cc1ccc(S(=O)(=O)N2CCCCC2)cc1NC(=O)CSc1ncn[nH]1,4%,-25%,-3%,5%,-22%,11%,-10%
CN1c2ccccc2C2(C)CCCC3=Cc4cc([N+](=O)[O-])cc([N+](=O)[O-])c4OC312 (configuration not stated),7%,-26%[10 µM],-7%,8%,1%,8%,4%
O=C(NC1CCCCC1)C(c1cccnc1)N(C(=O)CCl)c1ccc(F)cc1 (configuration not stated),-5%,-71%[inhibitor][10 µM],6.3µM*,4%,3%,7%,1%
Cc1ccc(C(=O)NCc2ccco2)cc1S(=O)(=O)N1CCCCC1,-1%,-9%,5%,-3%,-2%,-2%[38.3 µM],-3%
CCCn1nc(C(=O)OCC(=O)c2ccc3c(c2)NC(=O)CO3)c2ccccc2c1=O,14%,-20%[1.9 µM],-5%,-2%,-4%,2%,-6%
CSc1nc(C)c(Oc2ccccc2)c(=O)n1C,-11%,-3%[10 µM],-2%,0%,-2%,24%[38.3 µM],?
COc1ccccc1NC(=O)/C=C\C(=O)O,-5%,-14%,4%,-3%,2%,-3%,6%
CCOC(=O)c1c(Nc2ccccc2OCCOC)n[nH]c1C,2%,-17%[10 µM],-6%[9.22 µM],2%,-1%,.,.
CC(C)OC(=O)c1cc2ccccc2[nH]1,6%,?,-21%,4%,-9%,9%,1%
CN(C)c1ncc2nc(-c3ccc(F)cc3)c(=O)n(CCC#N)c2n1,4%,7%,.,.,10%,-16%,.
CCC(C(=O)OCC(=O)Nc1ccc(Cl)c(S(=O)(=O)N(C)C)c1)c1ccccc1 (configuration not stated),3%,6%[10 µM],10%,-6%,-3%,7%,-9%
Clc1ccc(CSc2ncnc3c2ncn3[C@@H]2CCCCO2)cc1,0%[14.2 µM],-8%[10 µM],.,.,.,0%,.
O=[N+]([O-])c1ccc(N2CCCC2)nc1,1%,18%[10 µM],6%[9.22 µM],12%,2%,.,0%
CC(NC(=O)c1cccnc1)c1ccc2c(c1)OCO2 (configuration not stated),0%,-3%[0.074 µM],9%,6%,0%,-2%[38.3 µM],2%
Brc1ccc(OCc2nc(-c3ccccn3)n[nH]2)cc1,10%,-104%[inhibitor],-49%,-9%,-3%,13%[38.3 µM],-20%
COc1ccc(C(=O)n2c(SC)nc3cc4c(cc32)OCCO4)cc1,8%,-48%[inhibitor],-4%,0%,-6%,2%[38.3 µM],-11%
N#Cc1c(NCc2ccccc2)ccnc1NCc1cccnc1,7%,11%[10 µM],22µM*,-1%,-2%,44%[activator][38.3 µM],2%

Among those listed so far, these have a COOH group:
mol,RGS12 GoLoco inh,HTT ATP protect,HTT aggregate,GAA glycogen,aGlu spleen mod,IMPase Li inh,GAA inhib
Cn1nccc1NC(=O)CSCC(=O)O,11%,-11%[10 µM],-1%[9.22 µM],6%,1%,.,-5%
O=C(O)c1cc2n(n1)C(C(F)(F)F)CC(c1ccccc1)N2 (configuration not stated),0%,19%,16%,1%,-5%,-14%[38.3 µM],2%
COc1ccccc1NC(=O)/C=C\C(=O)O,-5%,-14%,4%,-3%,2%,-3%,6%

An excerpt; the hit share may differ from the screen's.
